Screening results: PubChem BioAssay, NCI
NCI-60 one-dose screen, 48 h, at 10 µM unless noted. Numbers give growth in % (100 = growth as untreated, 0 = no growth, -100 = all killed).
HT29 = HT29 colon cancer | AID 1794748 | 81,000 compounds, 7.4% hits
SF-295 = SF-295 CNS cancer cells; 79,000 compounds, 5.6% hits; AID 1794758
HCC-2998 = HCC-2998 colon cancer; 79,000 compounds, 4.7% hits
KM12 = KM12 colon cancer cells | 82,000 compounds, 5% hits
SNB-19 = SNB-19 CNS cancer cells; 81,000 compounds, 2.5% hits
SF-539 = SF-539 CNS cancer. 81,000 compounds, 6.8% hits
SF-268 = SF-268 CNS cancer cells. 82,000 compounds, 3.1% hits. AID 1794759
SW-620 = SW-620 colon cancer | 82,000 compounds, 5.2% hits | AID 1794795
SNB-75 = SNB-75 CNS cancer; 79,000 compounds, 5% hits
Numbers without * were called inactive; . = not tested or not shown. How the source made its calls: active means growth percent below 10; inactive means the rest.

The line under a structure holds: HT29	SF-295	HCC-2998	KM12	SNB-19	SF-539	SF-268	SW-620	SNB-75
- Cc1ccc(S(=O)(=O)NCCCNc2nccc(-c3c(-c4ccc(F)cc4)nc4sccn34)n2)cc1
  19.8	53.8	66.5	47.4	120.8	88.4	67.3	93.9	49.7
- Cc1ccc(-c2nn3c(nc2=O)-c2ccccc2N2C(=O)CCCC23C)cc1 (configuration not stated)
  103.0	104.0	103.2	102.5	101.8	93.1	100.6	93.7	75.1
- Oc1ccc(Cl)cc1/C=N/N1CCCCCC1
  94.6	110.2	.	72.6	104.0	109.2	92.0	120.3	105.9
- CCC(/C=N/Nc1ccc([N+](=O)[O-])cn1)CC
  76.3	98.1	96.4	89.3	111.6	93.1	87.5	109.8	96.8
- CC1(C)C2CC=C(CCOC(=O)COc3cc(Cl)c(Cl)cc3Cl)C1C2 (configuration not stated)
  103.1	105.9	103.6	103.5	91.3	104.3	117.8	114.3	.
- N#C/C(=C\c1ccc(Br)cc1)C(=O)c1ccccc1
  100.4	107.7	105.4	103.1	98.3	110.2	98.8	99.6	.
- CCOc1ccccc1NC1=C(OC)C(=O)C(Nc2ccccc2OCC)=C(OC)C1=O
  110.6	131.7	111.1	103.0	105.7	98.6	94.7	105.6	93.7
- O=C(Nc1ccc2c(c1)OCCO2)C(=O)c1c[nH]c2ccccc12
  4.1*	23.8	.	10.8	46.9	-6.9*	46.1	18.0	.
- Cc1cc(C(=O)O)cc(C)c1N
  100.5	99.1	110.6	101.7	104.2	101.6	96.6	112.4	87.2
- O=C1/C(=C/c2cccc(OCCCc3ccccc3)c2)Oc2cc(O)ccc21
  115.3	95.5	109.5	101.2	92.8	99.7	94.4	98.6	82.0
- CCOC(=O)/C(C#N)=C(O)\C(=C\c1ccc(Cl)cc1)NC(=O)c1ccc(NC(C)=O)cc1
  115.0	97.9	111.7	103.1	.	92.3	101.3	104.0	96.8
- COc1ccc(Oc2nccc(-c3cn(CC(N)=O)nc3-c3cc(C)cc(OC)c3)n2)cc1
  101.0	92.1	90.9	97.2	100.6	94.4	92.8	97.7	94.2
- Cc1cc2nc3c4ccccc4n(CCN(C)C)c3nc2cc1C
  8.2*	27.6	22.1	17.4	26.0	12.2	31.2	-30.8*	4.8*
- COc1ccc(N=C2C=CC(=O)O2)cc1
  99.3	101.6	90.7	110.8	98.9	106.4	101.8	93.3	93.1
- Cc1nc2ccccc2nc1CSc1nc2ccccc2c(=O)[nH]1
  110.3	101.0	97.7	99.9	97.4	85.9	95.3	91.5	72.5
- COc1ccc(-c2cc(C(=O)Nc3nc4ccccc4s3)nc3c(-c4ccccc4)cnn23)cc1OC
  113.6	.	100.5	102.0	104.4	108.4	113.8	105.2	83.0
- COc1cccc(C)c1C
  104.8	96.3	101.5	108.4	109.1	111.6	106.4	104.9	97.2
- CC1(O)c2ccccc2N2C(=O)NC(=O)C23C=CC1O3 (configuration not stated)
  94.0	110.1	107.6	103.3	108.1	102.9	102.1	107.5	89.5
- CCc1ccc(-c2cc(-c3cccc(Cl)c3)n(-c3ccc(S(N)(=O)=O)cc3)n2)cc1
  78.0	103.4	98.2	79.1	99.3	104.4	97.6	98.6	88.4
- Cc1ccc(S(=O)(=O)n2ccnc2)cc1
  105.5	102.0	102.5	95.8	117.1	96.7	104.3	108.8	87.6
- Nc1c(C(=O)N(c2ccccc2)c2ccccc2)sc2nc3c(cc12)C(=O)CCC3
  84.5	107.2	115.9	78.9	104.2	81.7	99.8	89.4	107.6
- NC(N)=N/N=C/C=C/c1ccco1
  112.2	112.9	105.6	116.1	112.5	.	.	101.4	92.1
- COc1ccc(/C=C/C(=O)c2cc3c(N)c(C(=O)Nc4cccc5ccccc45)sc3nc2C)cc1
  70.2	54.4	94.9	74.4	56.3	76.9	74.5	24.8	53.6
- O=C(CCCCN1CCOCC1)Nc1ccc(Cn2nnc3c2C(=O)c2nnn(Cc4ccc(NC(=O)CCCCN5CCOCC5)cc4)c2C3=O)cc1
  -28.6*	-87.7*	-62.3*	-36.2*	-86.2*	.	-35.5*	-50.1*	-92.3*
- CC1=C2C(=O)C[C@]2(C)[C@H]2C[C@@](C)(CO)C[C@H]2[C@@H]1O
  106.9	103.2	116.0	102.5	101.4	103.1	99.9	110.7	92.2
- CC1(C)CC[C@]2(C(=O)O)CC[C@]3(C)C(=CCC4[C@@]5(C)C[C@@H](O)[C@@H]6OC(c7ccccc7)OC[C@@]6(C)C5CC[C@]43C)C2C1 (some centres not stated)
  75.5	59.3	71.5	54.9	83.0	96.5	83.1	81.6	94.0
- O=C1Nc2c(Cl)cc(Cl)cc2C12Nc1ccccc1S2 (configuration not stated)
  89.2	102.8	106.7	94.6	95.0	108.6	93.6	97.1	55.6
- CC1=C2[C@@H](CC1)[C@]1(C)O[C@@](C(C)C)(C[C@H]1OC(=O)CN)[C@H]2OC(=O)/C=C/c1ccccc1
  94.9	99.0	98.6	100.1	93.6	103.4	95.2	100.3	97.2
- COc1ccc(-c2nc(SCC(C)C)nc(N/N=C(/C)c3ccc(O)cc3)c2C#N)cc1
  92.2	100.2	103.5	79.1	85.4	86.2	87.8	94.6	75.6
- CCOC(=O)c1ccc(NC2=C(Cl)C(=O)C(C)=C(C)C2=O)cc1
  102.8	102.2	97.8	98.2	96.7	100.8	98.8	103.1	71.3
- COc1ccc2cc(C(=O)/C=C/N(C)C)ccc2c1
  85.2	103.4	99.8	102.8	96.9	102.0	87.2	100.1	100.4
- N#C/C(=C\c1ccc(-c2ccc(Cl)cc2)o1)c1ccc(Cl)cc1
  61.2	51.9	96.4	88.9	62.0	56.9	81.2	66.2	14.0
- NC(=O)N1N=C(c2ccc(Cl)cc2)CC1c1cn(-c2ccccc2)nc1-c1ccc(F)cc1 (configuration not stated)
  85.2	93.1	104.4	96.4	105.7	89.8	92.6	112.8	75.5
- O=C(O)CCN1C(=O)/C(=C/c2cccs2)SC1=S
  109.6	105.7	108.2	102.5	93.7	101.5	104.4	105.2	95.9
- Nc1cc2ccccc2cc1NS(=O)(=O)N1CCCCC1
  97.3	100.2	110.8	95.1	99.7	102.0	93.3	103.1	76.2
- COc1cc(-c2nc3ccccc3s2)ccc1NC(=O)COc1ccc(Cl)cc1
  34.9	29.0	85.1	45.6	.	26.7	29.4	87.6	21.3
- O=C(Nc1ccc(Cl)cc1)C1(C(=O)Nc2ccc(Oc3ncnc4scc(Nc5n[nH]c(=S)s5)c34)cc2)CC1
  104.3	104.8	101.9	.	89.2	91.4	94.1	96.0	92.6
- COc1ccc(C2C3=C(COC3=O)N(CCO)c3cc4c(cc32)OCO4)cc1OC (configuration not stated)
  39.9	62.6	74.5	62.4	88.1	91.9	91.0	61.6	71.0
- N#CC(NS(=O)(=O)c1ccc(Cl)cc1)=C(Cl)Cl
  97.1	106.8	103.9	106.4	99.7	107.9	98.1	104.8	74.2
- CC(O)(c1cccs1)C(C(=O)O)c1ccccc1 (configuration not stated)
  115.5	112.3	105.0	100.0	113.8	98.0	99.9	109.8	101.7
- CCOC(=O)Cc1csc(/N=C\c2c(O)c3ccccc3oc2=O)n1
  104.8	91.4	91.0	92.5	94.5	85.8	76.9	89.9	62.6
- Cc1ccc(C(=O)Oc2ccc(N=C=S)cc2)cc1
  100.4	99.9	110.3	107.7	99.5	107.7	112.6	112.4	89.7
- C1CCC2=NCCCN2CC1
  88.0	121.8	93.7	100.3	87.8	106.8	110.1	105.9	128.7
- Brc1cc2ccccc2s1
  99.6	98.7	107.8	108.2	98.3	99.3	98.8	103.2	88.1
- Cc1nc2ncccc2c(=O)n1-c1ccc(S(=O)(=O)N=C(N)N)cc1
  95.6	93.0	99.2	101.4	101.8	97.0	102.2	105.8	93.7
- O=C(O)C1=C(CSc2nnnn2CS(=O)(=O)O)CS[C@@H]2C(NC(=O)[C@H](O)c3ccccc3)C(=O)N12 (some centres not stated)
  99.0	100.1	109.7	103.4	105.5	97.0	108.5	109.9	96.4
- COc1ccc(-c2cc(-c3cn(-c4cccc(Cl)c4)nc3-c3ccc(OC)cc3)c(C#N)c(N)n2)cc1
  95.7	98.8	113.6	106.8	96.5	99.5	110.1	102.5	87.1
- O=C(O)Cc1ccc(Cl)cc1Cl
  107.4	102.9	101.5	106.6	96.4	94.4	114.7	107.3	101.7
- Clc1ccc(/C=C/c2cc(/C=C/c3ccccc3)c3ccccc3n2)c(Cl)c1
  94.7	94.5	105.8	102.0	100.7	95.9	100.1	.	90.8
- CN1CCN(c2ccc3nc(-c4[nH]ncc4Nc4ncnc5[nH]ccc45)[nH]c3c2)CC1
  7.0*	-1.6*	-23.2*	10.2	2.3*	-43.6*	-9.5*	3.8*	-52.7*
- NNC(=S)n1ccc(-c2cc3cc(Br)ccc3oc2=O)n1
  114.5	103.8	113.3	102.3	95.3	98.5	93.7	116.5	91.3
- COC(=O)CCCNCCCn1ccc2cc(NCc3cccc(-c4ccccc4)c3C)ccc21
  90.7	64.5	90.2	85.9	82.4	77.8	82.9	66.5	68.9
- Fc1ccc(-c2nc(-c3ccc(-c4nc5ccccc5[nH]4)cc3)no2)cc1
  .	96.8	100.9	99.5	100.4	106.3	106.1	105.7	99.4
- Nc1ncnc2c1C(c1ccc(F)cc1)c1sc3c(F)cccc3c1O2 (configuration not stated)
  102.0	98.2	87.9	82.1	97.9	90.6	88.2	91.9	82.9
- COc1ccc(-c2nnc(/C=C/c3cn(-c4ccccc4)nc3-c3ccccc3)o2)cc1
  88.9	105.8	102.4	91.7	111.7	93.4	85.0	91.5	93.1
- CC1=C(C#N)C(=O)NC1(C)O (configuration not stated)
  105.8	102.8	114.5	107.6	100.1	102.0	112.4	104.5	104.9
- COc1ccc(-c2nc(NCCO)nc(N)c2C#N)cc1
  96.6	96.8	107.2	104.2	101.4	98.2	110.0	104.2	82.3
- N#C/C(=C\c1cn[nH]c1-c1ccccc1)C(=O)Nc1sc2c(c1C#N)CCCC2
  120.2	98.4	123.6	102.2	99.6	100.2	107.1	111.4	105.3
- ClCC#CCSc1ncnc2c1ncn2CC#CCCl
  17.7	8.1*	-24.9*	7.0*	13.2	26.0	-22.4*	2.4*	-57.5*
- Cn1cc(-c2nc3ccccc3n2C)c2cccnc21
  103.5	97.9	105.9	99.9	100.9	106.6	96.8	103.4	103.1

Next section (2 carried over from the part before).
The line under a structure holds: HT29	SF-295	HCC-2998	KM12	SNB-19	SF-539	SF-268	SW-620	SNB-75
- ClCC#CCSc1ncnc2c1ncn2CC#CCCl
  17.7	8.1*	-24.9*	7.0*	13.2	26.0	-22.4*	2.4*	-57.5*
- Cn1cc(-c2nc3ccccc3n2C)c2cccnc21
  103.5	97.9	105.9	99.9	100.9	106.6	96.8	103.4	103.1
- COc1cc([N+](=O)[O-])c(S(=O)(=O)O)cc1NS(=O)(=O)c1ccc(C)cc1
  100.0	99.1	98.9	100.5	101.5	97.9	92.9	100.1	95.8
- COc1ccc2c(c1)c(-c1cc3nc(-c4cn(C)c5ncccc45)cc(N)n3n1)cn2C
  -95.5*	-79.4*	-100.0*	-69.3*	22.3	-95.8*	11.9	-70.4*	.
- COc1ccccc1S(=O)(=O)Nc1ccc2c(c1)CN(C)C(=O)N2
  22.8	5.3*	64.4	45.0	54.1	50.1	72.9	59.4	17.5
- CC(=O)Nc1ccc(C)c(NC(C)=O)c1
  96.6	109.9	108.4	101.2	107.6	108.3	99.0	104.6	86.8
- COc1ccc(C(=O)NC(=O)Nc2ccc3c(c2)NC(=O)/C3=C\c2[nH]c(C)c(C(=O)O)c2C)cc1
  45.1	105.1	97.7	17.8	80.3	72.9	61.4	52.6	73.7
- CCOC(=O)c1c2c(c(C)n1Cc1ccccc1)-c1nn(Cc3ccc(Cl)cc3)cc1CC2
  80.1	85.2	103.2	100.3	95.1	97.1	104.3	102.7	96.7
- CC1(C)OC2C(CO)OC(n3cnc4c(=S)nc(N)[nH]c43)C2O1 (configuration not stated)
  .	106.1	85.3	104.2	109.4	91.2	101.7	104.8	103.6
- O=C(O)c1ccccc1Br
  104.4	111.3	113.3	114.5	105.8	115.5	102.9	102.5	101.4
- CCC(=O)CC(C)(C)C
  98.9	.	110.4	105.9	119.8	108.6	116.2	100.7	90.6
- COC(=O)[C@]12CC[C@@H](C)[C@H](C)[C@@H]1C1=CC[C@@H]3[C@@]4(C)C(C=O)=C[C@@](C)(CO)[C@@H]4[C@H](O)C[C@@]3(C)[C@]1(C)CC2
  -37.7*	-15.6*	-79.2*	1.7*	24.4	-44.0*	-0.1*	-1.8*	3.2*
- O=C(c1ccc2nc(NS(=O)(=O)c3ccc4ccccc4c3)sc2c1)N1CCN(c2ccc(Cl)cc2)CC1
  97.8	98.2	109.5	99.1	94.2	102.4	91.9	105.4	93.9
- O=C1Nc2cc(-c3ccc(NC(=O)c4cccs4)cc3)ccc2/C1=C/c1ccc[nH]1
  71.1	55.1	79.5	39.3	87.1	83.9	73.5	60.3	138.3

Record cards, from the list above. Screens in order: HT29, SF-295, HCC-2998, KM12, SNB-19, SF-539, SF-268, SW-620, SNB-75
O=C(O)Cc1ccc(Cl)cc1Cl is listed as 107.4, 102.9, 101.5, 106.6, 96.4, 94.4, 114.7, 107.3, 101.7
Nc1ncnc2c1C(c1ccc(F)cc1)c1sc3c(F)cccc3c1O2 (configuration not stated) is listed as 102.0, 98.2, 87.9, 82.1, 97.9, 90.6, 88.2, 91.9, 82.9
COc1cccc(C)c1C is listed as 104.8, 96.3, 101.5, 108.4, 109.1, 111.6, 106.4, 104.9, 97.2
O=C(O)c1ccccc1Br is listed as 104.4, 111.3, 113.3, 114.5, 105.8, 115.5, 102.9, 102.5, 101.4
